Bioassay records as filed in PubChem.
TRHR agonist = activates the human TRH receptor; P34981; TRHR cells, calcium flux fluo-8, FDSS agonist mode; activation, % at 2 µM; 0.18% of 360,000 active; AID 493084; in the data active = activation above about 30%; note: 0% is about no effect
Target sequence (P34981 whole entry, looked up): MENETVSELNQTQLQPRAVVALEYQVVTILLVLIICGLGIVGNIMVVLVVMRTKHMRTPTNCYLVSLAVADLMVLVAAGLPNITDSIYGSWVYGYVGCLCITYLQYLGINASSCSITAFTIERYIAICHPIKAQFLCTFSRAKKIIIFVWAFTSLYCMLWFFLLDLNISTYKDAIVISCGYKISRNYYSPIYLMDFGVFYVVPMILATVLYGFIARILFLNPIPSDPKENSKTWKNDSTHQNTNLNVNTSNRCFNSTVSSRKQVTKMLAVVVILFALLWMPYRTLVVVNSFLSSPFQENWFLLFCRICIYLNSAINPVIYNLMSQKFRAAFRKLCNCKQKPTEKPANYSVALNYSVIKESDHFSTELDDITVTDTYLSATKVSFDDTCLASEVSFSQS
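Steps: seed TRHR cells overnight; add fluo-8 no-wash Ca dye, RT 30 min–1.5 h; record 10 s baseline; pin-transfer compounds; monitor fluorescence 1 cycle/s for the agonist window. Calcium increases flag candidate agonists.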
D2 antag = antagonizes the human D2 dopamine receptor. P14416. HEK293 TREx D2 cells, calcium flux, dopamine EC80. inhibition, % at 10 µM. 2% of 340,000 active; in the data active = inhibition above about 30%; note: 0% is about no effect
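Calcium mobilization kinetics were recorded at 1 s intervals in tetracycline-induced HEK293 T-REx D2 cells, first for 180 s after compound addition and then 180 s after EC80 dopamine.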
USP1-UAF1 inh = USP1/UAF1 (human) deubiquitinase inhibition; Potency, µM (titrated, usually from 57.1 µM), for inactives: at the top dose activity change, negative = inhibition, hits mostly inhibitors; recombinant USP1/UAF1, Ub-Rhodamine cleavage fluorescence; AID 743255; O94782; 0.23% of 390,000 active; note: potency is the fitted concentration of half-maximal effect; % is set by controls: 0 for no effect and ±100 for the full control effect; nearly all actives have a fitted effect of over 60% in size; inactives centre near -12
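USP1/UAF1 complex at 1 nM was preincubated with compound for 15 min at room temperature, then Ub-Rho substrate (150nM final) was added. Fluorescence (480/540 nm) was read kinetically, 6 reads every 60 seconds.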
mIDH1 inhibitor = blocks human mutant IDH1 R132H enzyme. IDH1-R132H enzyme, NADPH consumption, diaphorase/resazurin fluorescence. Potency, µM (series often up to 76.6 µM), for the others: at the highest dose activity change, negative = inhibition, hits mostly inhibitors. 0.093% of 390,000 active; note: potency is the fitted concentration of half-maximal effect; % is set by controls: 0 for no effect and ±100 for the full control effect; nearly all actives have a fitted effect of over 65% in size
Target sequence (O75874 whole entry R132H, stated change not applied): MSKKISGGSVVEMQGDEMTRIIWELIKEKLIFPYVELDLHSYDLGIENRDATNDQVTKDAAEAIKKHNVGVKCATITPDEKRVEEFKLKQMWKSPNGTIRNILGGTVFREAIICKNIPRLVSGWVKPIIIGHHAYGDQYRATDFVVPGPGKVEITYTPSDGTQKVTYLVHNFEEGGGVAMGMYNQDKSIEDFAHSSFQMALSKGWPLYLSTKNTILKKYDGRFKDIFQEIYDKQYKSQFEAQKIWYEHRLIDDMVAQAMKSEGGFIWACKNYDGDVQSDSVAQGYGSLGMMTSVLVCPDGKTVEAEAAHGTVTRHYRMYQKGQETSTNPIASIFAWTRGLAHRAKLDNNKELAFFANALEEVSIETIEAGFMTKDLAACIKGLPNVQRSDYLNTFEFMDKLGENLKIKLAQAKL
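IDH1-R132H (0.5 ug/mL) preincubated 30 min with compound, then NADPH (0.016 mM) and alpha-KG (2 mM) added; 80 min at RT, pH 7.5. Remaining NADPH coupled via diaphorase/resazurin to fluorescence (540/590 nm); concentration-response curves normalized to no-enzyme control.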
rTrxR1 inhibitor = rat TrxR1 inhibition. O89049. Potency, µM (series often up to 114 µM), for the others: at the highest dose activity change, negative = inhibition, most hits filed as inhibitors. recombinant rTrxR1, NADPH fluorescence consumption, selenite substrate. 1% of 390,000 active. AID 588453; note: potency is the fitted concentration of half-maximal effect; % is set by controls: 0 for no effect and ±100 for the full control effect; nearly all actives have a fitted effect of over 65% in size
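Rat TrxR1 (90 nM in the dispensed reagent) was pre-reduced with 400 uM NADPH for 5 min at room temperature, then incubated with compound for 15 min. After 400 uM selenite was added, NADPH fluorescence (Ex 340/Em 450 nm) was followed for 8 min.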
D2 ag = activates the human D2 dopamine receptor; P14416; HEK293 T-REx D2 cells, calcium flux agonist mode; activation, % at 2 µM; 0.53% of 340,000 active; AID 485358;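 active = activation over 3 SD above normal in the single-dose calcium agonist read, cut at about 30% in these data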; note: 0% is about no effect
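In this primary screen, compounds producing a positive calcium signal within 180 s of addition to tetracycline-induced, force-coupled HEK293 Trex D2 cells are flagged; cells are dye-loaded with a no-wash calcium kit beforehand.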
TRHR PAM = TRH receptor (human) allosteric enhancement | P34981 | TRHR cells, fluo-8 calcium fluorescence, EC20 TRH enhancement | enhancement, % at 2 µM | 0.66% of 360,000 active; in the data active = enhancement above about 30%; note: 0% is about no effect
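Enhancer read-out: after compound pinning and an initial kinetic agonist-mode read, an EC20 of TRH (10 nM final) was injected and fluo-8 calcium signal (Ex 480/Em 530) followed at 1 s/cycle for 100 cycles in TRHR-expressing cells.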
TrxR1 substrate = substrates of rat thioredoxin reductase 1; purified TrxR1 substrate turnover, NADPH consumption readout; Potency, µM (top dose mostly 114 µM), for inactives: at the highest dose activity change, negative = substrate turnover; 0.01% of 390,000 active; AID 588456; note: potency is the fitted concentration of half-maximal effect; % is set by controls: 0 for no effect and ±100 for the full control effect; nearly all actives have a fitted effect of over 50% in size
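Rat TrxR1, dispensed at 90 nM, was prereduced with 400 uM NADPH (final) for 5 min at ~22 deg C, then incubated with compound 15 min before 400 uM selenite. A first-read NADPH fluorescence drop versus no-compound background flagged substrates.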
Pin1 inh = human Pin1 inhibition | Pin1 FP peptide displacement, HiFluor488, 10 min | Q13526 | 0.009% of 390,000 active | Potency, µM (highest dose often 115 µM), for the others: top-dose activity, negative = inhibition, most hits filed as inhibitors | AID 504891; active = well fitted inhibition curve with a large enough effect in the polarisation, with a control signal flat, not every such curve was filed as active; inconclusive = small, poorly fitted or top-dose-only effect, or effect the other way, or a change in a side signal; inactive = no such curve, though single readings can be large or run the other way; the % refers to the polarisation; note: potency is the fitted concentration of half-maximal effect; % is set by controls: 0 for no effect and ±100 for the full control effect
Target sequence (Q13526 whole entry, looked up): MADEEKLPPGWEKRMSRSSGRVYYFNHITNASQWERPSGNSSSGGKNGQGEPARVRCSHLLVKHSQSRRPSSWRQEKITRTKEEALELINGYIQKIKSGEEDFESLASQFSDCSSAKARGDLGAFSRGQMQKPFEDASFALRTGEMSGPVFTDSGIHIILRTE
* hit, by the source's call; ? = inconclusive; · = not tested or not shown; & = joins results of further samples; [ ] = another dose, or the depositor's remark. Unless noted, calls come from the whole dose curve; as a rule, active = well fitted inhibition curve with a large enough effect; inconclusive = small, poorly fitted or top-dose-only effect; inactive = no such curve, though single readings can be large or run the other way. Not all compounds are listed; rates above refer to the full screens.

Start of the data: the first eight compounds, to show the layout:
SMILES	TRHR agonist	D2 antag	USP1-UAF1 inh	mIDH1 inhibitor	rTrxR1 inhibitor	D2 ag	TRHR PAM	TrxR1 substrate	Pin1 inh
Cc1ccc(C(=O)NCCNC(=O)c2cnccn2)cc1	-0.6	6	-12%	-1%	-2%	0.2	8	3%[0.457 µM]	1%
CCN(CC)S(=O)(=O)c1ccc(N2CCOCC2)c(NC(=O)CN2C(=O)NC(C)(c3ccccc3)C2=O)c1 (stereo not drawn)	0.5	9	-20%	-3%	0%[57.1 µM]	0.4	-3	4%[57.1 µM]	8%
CCOc1ccc(CCNC(=O)c2c(C)oc3ncn(CC(C)C)c(=O)c23)cc1OCC	-0.7	·	-26%	-11%	19%	-0.5	-2	0%	-3%
O=C(c1csc2c1CCCC2)n1cccn1	·	·	-10%	3%	-2%	·	·	-5%	-13%
CC1C(=O)N(Cc2ccc([N+](=O)[O-])cc2)c2ccccc2N1C(=O)C1CC1 (stereo not drawn)	0.0	-6	-17%	2%	7%	0.8	-3	-5%	4%
CCOc1ccccc1NC(=O)c1ccoc1C	-0.6	-10	-9%	19%	-2%	-0.1	4	-2%	-7%
O=C(NCC1CCCO1)c1ccc(CS(=O)(=O)c2c(Cl)cccc2Cl)o1 (stereo not drawn)	-0.1	-14	-15%	-17%	13%	-1.6	0	3%	0%
Cn1c(=O)cc(SCC(=O)Nc2cccnc2)c2ccccc21	0.1	-3	-5%	3%	9%[57.1 µM]	-1.1	-2	5%[57.1 µM]	1%

Main list, previewed entries included:
SMILES	TRHR agonist	D2 antag	USP1-UAF1 inh	mIDH1 inhibitor	rTrxR1 inhibitor	D2 ag	TRHR PAM	TrxR1 substrate	Pin1 inh
Cc1ccc(C(=O)NCCNC(=O)c2cnccn2)cc1	-0.6	6	-12%	-1%	-2%	0.2	8	3%[0.457 µM]	1%
CCN(CC)S(=O)(=O)c1ccc(N2CCOCC2)c(NC(=O)CN2C(=O)NC(C)(c3ccccc3)C2=O)c1 (stereo not drawn)	0.5	9	-20%	-3%	0%[57.1 µM]	0.4	-3	4%[57.1 µM]	8%
CCOc1ccc(CCNC(=O)c2c(C)oc3ncn(CC(C)C)c(=O)c23)cc1OCC	-0.7	·	-26%	-11%	19%	-0.5	-2	0%	-3%
O=C(c1csc2c1CCCC2)n1cccn1	·	·	-10%	3%	-2%	·	·	-5%	-13%
CC1C(=O)N(Cc2ccc([N+](=O)[O-])cc2)c2ccccc2N1C(=O)C1CC1 (stereo not drawn)	0.0	-6	-17%	2%	7%	0.8	-3	-5%	4%
CCOc1ccccc1NC(=O)c1ccoc1C	-0.6	-10	-9%	19%	-2%	-0.1	4	-2%	-7%
O=C(NCC1CCCO1)c1ccc(CS(=O)(=O)c2c(Cl)cccc2Cl)o1 (stereo not drawn)	-0.1	-14	-15%	-17%	13%	-1.6	0	3%	0%
Cn1c(=O)cc(SCC(=O)Nc2cccnc2)c2ccccc21	0.1	-3	-5%	3%	9%[57.1 µM]	-1.1	-2	5%[57.1 µM]	1%
C[C@H](CO)N1C[C@H](C)[C@@H](CN(C)C(=O)Nc2ccc(C(F)(F)F)cc2)Oc2c(NC(=O)Nc3ccc4c(c3)OCO4)cccc2C1=O	·	·	-19%	-11%	0%	·	·	-9%	-1%
COc1ccc(CN(C(=O)c2cc3ccccc3oc2=O)C2CCS(=O)(=O)C2)cc1 (stereo not drawn)	0.6&-0.1	-5	-15%&-9%	4%&10%	12%[2.29 µM]	0.5&0.2	7&3	-5%[57.1 µM]	0%&-2%
CCCCN(C(=O)/C=C/c1ccccc1)C1CCS(=O)(=O)C1 (stereo not drawn)	-0.1	11	-21%	-6%	6%[57.1 µM]	0.0	-5	0%[57.1 µM]	-1%
COc1ccc(/C=C2\C(=O)OCc3cc(OC)c(OC)cc32)cc1OC	-0.1	-3	1%	6%	-10%[57.1 µM]	1.2	4	-1%[57.1 µM]	3%
CCC(=O)Oc1ccc(C(=O)Nc2cccc(C(=O)NCC(C)C)c2)cc1	-0.3	26	2%	6%	14%[57.1 µM]	0.7	-11	3%[57.1 µM]	2%
Cc1cccc(C(=O)N2CCc3cc(-c4nc(NC(=O)CN5CCCC5)sc4C)ccc32)c1	0.1	4	?	-11%	20%	-0.4	3	0%	4%
COc1ccc(C(=O)COC(=O)c2nc3nccc(C)n3n2)cc1F	0.3	15	-19%	6%	11%	0.5	28	1%	6%
Cc1ccc(S(=O)(=O)N2CCCCC2)cc1NC(=O)CN1C(=O)CN(C)C1=O	-0.2	-1	-11%	1%	19%[57.1 µM]	2.6	1	8%	0%
CSCC(CO)NS(=O)(=O)c1ccc(C)cc1 (stereo not drawn)	0.1	-5	-3%	-2%	21%	-0.2	6	4%	2%
Cc1ccc2cc(CCNC(=O)c3cccs3)c(=O)[nH]c2c1C	-0.3	-8	-7%	-5%	4%	-0.8	-2	2%	7%
COc1ccc(S(=O)(=O)N(C)CC(=O)NCc2ccco2)cc1OC	0.2	34*	-6%	-1%	?	0.3	-3	4%	-2%
CCOc1cc(C)c(S(=O)(=O)N2CCCC2)cc1C	-0.1	14	-4%	13%	3%	-0.1	2	-2%	24%
COc1ccc(CCN(Cc2nc3ccccc3c(=O)[nH]2)C(=O)C2CC2)cc1	0.2	5	-5%	0%	-3%[57.1 µM]	0.7	1	-1%[57.1 µM]	4%
O=C(c1ccco1)c1cc2c(ccc3ccccc32)oc1=O	0.0	13	-13%	8%	-7%[57.1 µM]	1.2	0	19%[57.1 µM]	13%
COc1ccc(Cl)cc1NC(=O)CSc1nnc(COc2ccccc2)n1C	-0.9	43*	-22%	7%	7%	-1.0	-3	-5%	1%
O=c1c2ccccc2nnn1CSc1nnc(Nc2ccccc2)s1	-1.5	9	-20%	3%	-1%	3.1	-3	0%	3%
CCC(c1nnnn1CCc1ccccc1)N(Cc1ccco1)Cc1cc2cc(C)cc(C)c2[nH]c1=O (stereo not drawn)	0.1	8	-22%	6%	26%[57.1 µM]	1.1	-7	12%[57.1 µM]	20%

Arranged by heavy-atom count (rising): some entries from above.
SMILES	TRHR agonist	D2 antag	USP1-UAF1 inh	mIDH1 inhibitor	rTrxR1 inhibitor	D2 ag	TRHR PAM	TrxR1 substrate	Pin1 inh
O=C(NCC1CCCO1)c1ccc(CS(=O)(=O)c2c(Cl)cccc2Cl)o1 (stereo not drawn)	-0.1	-14	-15%	-17%	13%	-1.6	0	3%	0%
COc1ccc(CCN(Cc2nc3ccccc3c(=O)[nH]2)C(=O)C2CC2)cc1	0.2	5	-5%	0%	-3%[57.1 µM]	0.7	1	-1%[57.1 µM]	4%
CCC(c1nnnn1CCc1ccccc1)N(Cc1ccco1)Cc1cc2cc(C)cc(C)c2[nH]c1=O (stereo not drawn)	0.1	8	-22%	6%	26%[57.1 µM]	1.1	-7	12%[57.1 µM]	20%

Next part.
SMILES	TRHR agonist	D2 antag	USP1-UAF1 inh	mIDH1 inhibitor	rTrxR1 inhibitor	D2 ag	TRHR PAM	TrxR1 substrate	Pin1 inh
Cc1csc(=O)n1CCC(=O)OCC(=O)Nc1cccc(C#N)c1	-0.2	2	-16%	7%	-4%	0.2	1	-4%	-2%
c1ccc(CN2CCN(c3ncccn3)CC2)cc1	0.3	84*	-9%	-6%	13%[57.1 µM]	86*	2	7%[57.1 µM]	-6%
CCc1c(C)nc(N)n2c(SCC(=O)N3CCCc4ccccc43)nnc12	-0.2	-8	-5%	0%	10%	-0.3	2	6%	-1%
CCCCCC(=O)NN1C(=S)N(c2ccc(OC)cc2)C(=O)C1CC(=O)Nc1ccccc1 (stereo not drawn)	0.0	-6	-1%	10%	8%[57.1 µM]	0.4	-2	9%[57.1 µM]	5%
CC(=O)c1cccc(NC(=O)c2cc(C)nc3c2c(C)nn3-c2cccc(Cl)c2C)c1	-1.2	·	-2%	-14%	7%	-0.3	-8	13%	-1%
Cc1ccc(C2C(C#N)=C(N)Oc3n[nH]c(-c4cccs4)c32)s1 (stereo not drawn)	-0.3	-6	-14%	5%	?	-0.7	16	3%	1%
O=C(c1ccccc1)c1ccc(OCC(O)CNC2CCCc3ccccc32)cc1 (stereo not drawn)	1.2	-1	-18%	-1%	-6%	0.2	0	-7%	-7%
CC(=O)n1c(C=Nc2ccc(Cl)cc2)c(O)c2ccccc21	-4.4	·	-12%	-7%	?	·	9	4%	?
Cc1cc(C)cc(NC(=O)c2ccc(NC(=O)C3C4CC5OC(=O)C3C5C4)cc2)c1 (stereo not drawn)	-0.4	20	-2%	-2%	5%[57.1 µM]	0.6	-9	-15%	0%
Cc1ccc(-n2ncc3c(NCc4ccc5c(c4)OCO5)ncnc32)c(C)c1	3.3	·	-15%	8%	6%	·	7	-4%	0%
Cc1ccc(C2NC(c3ccc(C)cc3)C(C)C(=NO)C2C)cc1 (stereo not drawn)	·	·	-18%	0%	6%	·	·	-4%	-4%
CCC(C)(C)C1CCC(=NNc2nc3ccccc3[nH]2)CC1 (stereo not drawn)	-0.3	-13	-7%	0%	-12%	30	-5	-12%	-1%
CCCSC(=S)NC1CCS(=O)(=O)C1 (stereo not drawn)	-0.4	14	-4%	5%	2%	0.0	-1	-1%	-5%
CCOC(=O)c1ccc(-n2c(CN3CCC(C(N)=O)CC3)nc3ccc([N+](=O)[O-])cc3c2=O)cc1	2.0	-11	-18%	0%	?	2.0	6	-2%	8%
Cc1c(NC(=O)CSc2ccc3ccccc3n2)c(=O)n(-c2ccccc2)n1C	-1.3	-7	-27%	2%	-8%	-0.2	-1	-3%	2%
COCCNCCCOc1ccc(C(C)(C)c2ccccc2)cc1	1.0	-6	-4%	4%	?	-1.1	9	-13%	1%
CCN1C(=O)[C@H]2[C@@H](c3ccc(SC4CCCCC4)cc3)N[C@@](CC(C)C)(C(=O)OC)[C@H]2C1=O	0.0	-10	-21%	-9%	10%[57.1 µM]	-0.6	0	3%[57.1 µM]	-16%
Cc1ccc(/C=C/C(=O)O)cc1S(=O)(=O)Nc1ccc(C(=O)O)cc1	0.4	6	-11%	5%	-18%	1.6	-10	-4%	-25%
